# CHO-K1 Ca antag = nonselective inhibitor or artifact in parental CHO-K1 cells. ATP-induced calcium, Fluo-8 fluorescence. inhibition, % at 3 µM. 360,000 compounds, 0.6% hits. AID 602250;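 active means inhibition above a per-plate cutoff, the plate's mean sample inhibition plus 3 SD, cut at about 24% in these data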;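 further: 0% = DMSO plus EC80 ATP and 100% = DMSO alone without ATP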
# TAAR1 agonist = human TAAR1 agonism; activation, % at 3 µM; 360,000 compounds, 0.99% hits; AID 624467; Q96RJ0; CHO RD-HGA16 TAAR1, Fluo-8 calcium fluorescence; vehicle wells 0%, saturating PEA agonist 100%;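 active means activation above the mean activation of all test compounds in the run plus 3 SD, cut at about 38% in these data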
#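 Test system: RD-HGA16 (CHO) cells co-expressing Gα16 and hTAAR1 | Doses: Single dose, 3 µM | Schedule: 17-24 h seeding, 75 min 37 °C dye, 30 min RT | Evaluation: % activation from peak over basal fluorescence ratio, DMSO-to-PEA scaled | Technique: Kinetic Fluo-8 calcium fluorescence | Benchmarks: Low control DMSO, high control PEA (EC100)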
# OXTR potentiate = potentiators of human oxytocin receptor. activation, % at 3 µM. CHO-OTR cells, Fluo-8 calcium fluorescence, potentiator mode; 0% = oxytocin EC15, 100% = EC100. P30559. 320,000 compounds, 0.061% hits;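 active means activation above that plate's cutoff, the mean activation of tested compounds plus 3 SD, cut at about 6.6% in these data, passing the limit was not always enough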;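 further: 100% uses oxytocin at 75 nM as the full agonist control; some results filed as inactive read as strong as hits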
# Target sequence (P30559 whole entry, looked up): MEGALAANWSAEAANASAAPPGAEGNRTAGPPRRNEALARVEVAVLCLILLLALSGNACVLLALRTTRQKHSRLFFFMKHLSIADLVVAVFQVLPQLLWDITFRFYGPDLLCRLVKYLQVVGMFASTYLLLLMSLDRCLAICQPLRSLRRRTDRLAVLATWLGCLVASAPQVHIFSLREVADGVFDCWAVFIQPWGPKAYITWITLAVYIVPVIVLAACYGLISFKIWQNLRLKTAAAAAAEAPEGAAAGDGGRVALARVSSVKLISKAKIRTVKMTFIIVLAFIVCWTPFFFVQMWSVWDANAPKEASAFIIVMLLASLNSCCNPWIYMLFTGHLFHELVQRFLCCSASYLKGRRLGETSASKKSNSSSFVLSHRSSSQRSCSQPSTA
#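 assay system = CHO-OTR cells, human receptor | schedule = compound 6 min at room temperature before oxytocin, 100 s read | detection = Fluo-8 intracellular calcium fluorescence, ex 470-495, em 515-575 nm | evaluation = normalized max/min fluorescence ratio, % activation | control set = EC15 oxytocin alone as 0%, 75 nM oxytocin (EC100) as 100%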
# TAAR1 antagonist = antagonists of human TAAR1; AID 624466; CHO RD-HGA16 TAAR1, Fluo-8 calcium fluorescence, antagonist; inhibition, % at 3 µM; Q96RJ0; 360,000 compounds, 1.5% hits;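 active means inhibition above a per-plate cutoff, the mean inhibition of test compounds on that plate plus 3 SD, cut at about 49% in these data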;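 further: 0% = DMSO plus EC80 beta-PEA response and 100% = DMSO alone without agonist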
#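 Material: CHO RD-HGA16 cells bearing hTAAR1; compound dosing: one-point dosing, 3 µM nominal final; schedule: dye loading 75 min at 37 °C, then 30 min room temperature; measured by: calcium fluorescence with Fluo-8; control set: vehicle and agonist controls; replication: n of 1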
# M1 ag = agonists of human M1 muscarinic receptor; CHO-K1 hM1, Fluo-8 calcium fluorescence, agonist mode; 0% DMSO, 100% acetylcholine EC100; 360,000 compounds, 0.33% hits; P11229; activation, % at 3 µM;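 active means activation above the run's mean compound activation plus 3 SD, cut at about 16% in these data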;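 further: peak over basal fluorescence ratio within a 140 s kinetic read after compound addition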
# Target sequence (P11229 whole entry, looked up): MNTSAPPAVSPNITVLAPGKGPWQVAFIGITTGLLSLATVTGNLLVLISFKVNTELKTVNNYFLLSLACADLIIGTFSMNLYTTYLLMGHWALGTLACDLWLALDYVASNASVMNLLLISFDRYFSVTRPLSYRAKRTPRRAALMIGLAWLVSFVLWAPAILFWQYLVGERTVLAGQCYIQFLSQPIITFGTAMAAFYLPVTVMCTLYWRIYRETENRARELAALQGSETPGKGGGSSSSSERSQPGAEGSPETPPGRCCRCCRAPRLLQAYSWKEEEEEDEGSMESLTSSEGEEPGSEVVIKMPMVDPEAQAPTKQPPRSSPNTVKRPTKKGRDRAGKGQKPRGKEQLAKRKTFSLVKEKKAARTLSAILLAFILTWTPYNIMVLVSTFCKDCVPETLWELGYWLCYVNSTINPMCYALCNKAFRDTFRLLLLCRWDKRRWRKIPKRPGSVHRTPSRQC
# CHO-K1 Ca PAM = M1 PAM counterscreen hit in parental CHO-K1 cells; ATP EC20, Fluo-8 calcium fluorescence; 0% at ATP EC20, 100% at ATP max; 360,000 compounds, 0.02% hits; activation, % at 3 µM;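 active means activation above the run cutoff, the mean activation of all test compounds plus 3 SD, cut at about 40% in these data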;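 further: peak over basal fluorescence ratio in a 140 s read after ATP addition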
# CHRM1 antagonist = antagonists of human M1 muscarinic receptor | P11229 | CHO-K1 hM1, Fluo-8 calcium fluorescence, ACh EC80 antagonist | inhibition, % at 3 µM | 360,000 compounds, 1.3% hits;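 active means percent inhibition above its own plate's cutoff, namely the mean of that plate's compound wells plus 3 SD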;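 further: peak over basal fluorescence ratio during 140 s after agonist addition; 0% = ACh EC80 plus DMSO and 100% = DMSO alone without agonist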
# CHO parental Ca = signal in parental CHO cells, OX1R antagonist counter-screen; parental CHO-K1, ATP-induced calcium, Fluo-8 fluorescence; inhibition, % at 5.6 µM; 330,000 compounds, 0.63% hits;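 active means inhibition above that plate's mean sample inhibition plus 3 SD, cut at about 26% in these data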;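 further: 0% = ATP-challenged DMSO wells and 100% = DMSO wells without ATP; some compounds past the cut are filed as inactive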
#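 Material: parental CHO cells / Compound: single nominal dose of 5.6 µM per compound / Signal: Fluo-8 fluorescence / Replicates: singlicate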
# CHO-K1 Ca ag = counter-screen for M1 agonists: effect in parental CHO-K1 cells; Fluo-8 calcium fluorescence; scaled to maximal ATP response, vehicle zero; activation, % at 3 µM; 360,000 compounds, 0.48% hits; in the data active means activation above about 15%;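 further: untransfected CHO-K1 host cells lacking M1 receptor as counterscreen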
# * hit, by the source's call; / = not tested or not shown.
SMILES,CHO-K1 Ca antag,TAAR1 agonist,OXTR potentiate,TAAR1 antagonist,M1 ag,CHO-K1 Ca PAM,CHRM1 antagonist,CHO parental Ca,CHO-K1 Ca ag
CC1(C(=O)Nc2cnc3ccccc3c2)CCN1Cc1ccccc1Cl (stereo not drawn),-3,1,/,46,-3,5,-8,/,2.6
COc1cccc(NC(=O)c2c(C)nn(-c3ccccc3)c2Cl)c1,-7,4,/,27,-4,14,-2,/,2.6
Cc1ccc(NC(=O)C2CCN(S(=O)(=O)c3ccc4c(c3)OCCCO4)CC2)nc1,1,3,-2,-12,-2,-11,4,-3,1.8
COc1ccc(S(=O)(=O)Oc2cccc(/C=N/N=C3/NC(=O)C(CC(=O)O)S3)c2)cc1 (stereo not drawn),-3,9,-6,-23,-4,12,-3,1,0.3
COc1ccc(NCc2nc3ccccc3n2C)cc1,-9,-1,1,-2,-3,11,-19,-11,1.0
Cc1ccc(Oc2coc3cc(O)ccc3c2=O)cc1,-11,-1,-3,-13,-5,14,-6,2,4.2
O=[N+]([O-])c1ccc(/C=N/Nc2nc3ccccc3o2)cc1,-10,-2,-15,2,-1,-9,-15,-1,0.4
CCC(=O)Nc1cc(C(=O)NCC2CCCN2CC)c(OC)cc1N(C)C (stereo not drawn),0,1,-1,-15,-5,5,9,-10,2.4
CSc1ccc(Cc2ccc(Cl)cc2Cl)nn1,-7,18,1,0,-5,3,3,-10,0.5
O=C(Cc1cccs1)Nc1ccccn1,5,14,-10,10,-1,0,-3,-7,-0.2
CC(=O)Nc1ccc(S(=O)(=O)N2CCN(CCCOc3cc(C)ccc3C)CC2)cc1,-5,15,-11,21,1,-2,3,-6,7.7
COc1cc(OC)c(NC(=O)Cn2cnc3sc(C)c(S(=O)(=O)N4CCOCC4)c3c2=O)cc1Cl,-13,-2,-16,1,-7,-5,-7,-10,-0.4
Cc1ccc(NC(=O)CSCC(=O)N2CCOCC2)cc1,-9,4,1,-9,-4,4,-6,-7,-0.1
CS(=O)(=O)N(CC(=O)Nc1ccccc1Sc1ccccc1)C1CCCCC1,0,13,-21,22,-7,19,-12,-19,0.4
COc1cc(C(C)=O)ccc1Oc1cc(NN2CCCCC2)c([N+](=O)[O-])cc1[N+](=O)[O-],-6,10,-10,-11,7,11,-12,-19,0.3
O=C1N[C@H]2CC=C[C@H]2N(Cc2cccs2)c2ccccc21,-2,1,/,-8,-6,2,10,-8,0.4
O=S(=O)(c1ccc(NC(=S)NCCC(c2ccccc2)c2ccccc2)cc1)N1CCOCC1,15,11,-17,6,-1,3,18,3,1.4
CCNc1nc(CN2CCCCC2)nc2scc(-c3ccccc3)c12,8,1,-5,9,-11,9,65*,-15,1.5
NNC(=O)c1ccc(CSc2cccc3cccnc23)cc1,-21,2,-8,-6,29*,12,0,-18,1.4
COc1ccc(Cc2n[nH]c(=O)c3ccccc23)cc1OC,-7,4,-9,-26,0,12,4,-1,0.9
O=C(Nc1cccnc1)c1cc(-c2ccc(Cl)cc2)on1,-9,-1,-1,-11,-1,14,-1,7,1.9
COc1ccc(OC)c(CNC(=O)Cc2c(C(=O)O)[nH]c3ccccc23)c1,2,6,0,1,-5,8,-3,-5,2.5
CC(NCCOc1ccccc1F)C(=O)Nc1ccc(S(N)(=O)=O)cc1 (stereo not drawn),-7,5,4,5,-3,2,1,-6,2.2
CCOCCCn1c(=N)c(C(=O)NCCN2CCOCC2)cc2c(=O)n3cccc(C)c3nc21,-1,2,3,8,-7,11,0,-6,0.2
CCC[C@H]1CN(c2ccccc2)C(=O)[C@@H]1CC(=O)Nc1ccccc1,-13,0,/,11,-7,25,0,/,1.4
CC(C)c1ccc2[nH]c3c(c2c1)[C@@H]1CCN2C(=O)CCC[C@H](C3)[C@H]12,-11,30,-17,28,2,-14,4,-24,4.1
O=[N+]([O-])c1cccc(-n2nnnc2CNCc2ccccc2)c1,-10,1,-3,-24,-2,1,-2,-5,0.1
C[C@H](CO)N1C[C@H](C)[C@@H](CN(C)C(=O)Nc2ccc(C(F)(F)F)cc2)Oc2ccc(NC(=O)Cc3ccccc3)cc2C1=O,-1,2,-4,-16,-8,-19,13,-13,0.0
COc1ccc(NC(=O)CN2C(=O)c3ccccc3Sc3ccc(C(=O)N4CCOCC4)cc32)c(OC)c1,-14,2,-4,-25,-3,19,-9,-7,1.2
CC(=O)c1c(C)[nH]c(C(=O)OCC(=O)NCCC(C)C)c1C,-2,3,-12,5,-4,0,11,-16,1.8
COc1cc(CNCCc2c[nH]c3ccccc23)ccc1OCc1ccccc1F,-3,9,-10,-16,-4,-10,4,6,-0.1
CC(C)(C)NCCOc1ccc2ccccc2c1,-15,7,-2,0,-4,8,1,-2,1.0
CS(=O)(=O)N(Cc1ccc(Cl)cc1)c1ccc(C(=O)N/N=C/c2cc3ccccc3nc2Cl)cc1,-12,1,-9,-14,-8,20,-12,-14,0.6
COc1ccc(C(=O)Nc2nnc(CCS(=O)(=O)c3ccc(C)cc3)s2)cc1,-15,10,-16,-4,-2,13,-5,-9,0.1
Cc1cc(C)n2c(SCC(=O)Nc3ccc(F)cc3)nnc2n1,-10,0,4,-5,-3,9,2,4,0.2
CCN1CCN(C(=O)CN(CCc2ccccc2)S(C)(=O)=O)CC1,-14,6,2,-27,-11,11,15,6,0.4
CCc1nn(CC(=O)NCc2cccnc2)c(=O)c2cc3occc3n12,11,0,-5,-3,1,8,-4,-4,-0.7
NC(=O)C1CCN(C(=O)c2ccc3nc(N4CCCCC4)sc3c2)CC1,-12,4,0,-6,-5,26,2,5,1.1
CN(C(=O)COC(=O)c1ccc(Br)c([N+](=O)[O-])c1)c1c(N)n(Cc2ccccc2)c(=O)[nH]c1=O,-8,5,7,3,-2,12,-19,-4,1.1
Cc1cc(C)cc(NC(=S)NCC2CCCO2)c1 (stereo not drawn),6,8,-12,-7,-3,-3,12*,-3,0.2
O=C(O)c1ccccc1N(Cc1ccccc1)C(=O)CO/N=C/c1ccccc1,12,2,-6,8,-2,-12,2,-3,-0.3
CCC(CC)C(=O)c1c[nH]c(C(=O)NN)c1,-11,-1,-2,15,-1,-6,-1,-12,0.3
COC(=O)c1ccc(-c2nc(-c3ccc(Br)o3)no2)cc1,10,1,-3,-8,-2,10,8,-4,0.8
O=C(O)c1[nH]c2ccccc2c1C(c1c(F)cccc1Cl)c1c(C(=O)O)[nH]c2ccccc12,-15,5,-5,0,-5,24,-16,-2,0.4
Cc1ccc2nc(-c3ccccc3N)[nH]c2c1,-1,5,-1,2,-11,-4,-4,-20,0.0
O=C1COc2ccc(C(=O)COC(=O)c3c(F)cccc3Cl)cc2N1,-15,17,-8,17,5,7,-7,-6,5.4
CCc1nnc(NC(=O)CSc2nnc(Cc3ccc(OC)cc3)o2)s1,-16,3,-8,2,0,19,-4,-5,2.6
Cc1nc([N+](=O)[O-])cn1CC(O)c1ccc(-c2ccccc2)cc1 (stereo not drawn),-12,7,-9,-19,-3,12,-14,-14,2.2
N#CCOc1ccccc1P(=O)(c1ccccc1)c1ccccc1,18,-2,-4,-4,1,2,0,-2,-0.6
CCOC(=O)c1cc(-c2ccco2)nn1-c1ccc(C)cc1,7,5,7,-3,-11,10,8,-16,1.5
COC(=O)CN1C(c2cccc(Cl)c2)=Nc2ccc(Cl)cc2C1c1ccccc1 (stereo not drawn),2,5,-2,21,-7,10,-6,-10,0.1
CC1CCN(c2ccc(S(=O)(=O)N3CCC(C)CC3)cc2N)CC1,8,-1,-18,-4,0,-7,16,-2,7.1
O=C(C=Cc1ccco1)c1ccc([N+](=O)[O-])cc1,-13,-2,/,0,-6,24,-9,/,0.3
O=C(O)CCNS(=O)(=O)c1ccc(Oc2ccccc2Cl)cc1,22,0,2,-4,-6,-6,-2,-4,-0.4
Cc1ccc(S(=O)(=O)N[C@@H](Cc2ccccc2)C(=O)CCl)cc1,1,1,-9,14,-2,4,-23,-5,0.3
Cn1c(CN2CCCCC2)c(C#N)c2ccccc21,-6,/,-8,/,-9,22,-5,-11,-0.4
O=C(N/N=C/c1coc2ccccc2c1=O)c1cc(Br)c(O)c(Br)c1,6,0,/,-15,-1,-8,-5,/,0.2
O=C1CS/C(=N/N=C2C3CC4CC(C3)CC2C4)N1,0,2,5,-8,-6,13,2,0,1.9
COc1ccc(C(=O)/C=C/Nc2ccc(NC(C)=O)cc2)cc1OC,4,3,-5,4,-1,6,6,-18,0.5
O=C(CCCN1C(=O)CCC1=O)Nc1ccccc1F,-8,12,1,4,-6,15,-5,-10,0.6
# New compounds follow
SMILES,CHO-K1 Ca antag,TAAR1 agonist,OXTR potentiate,TAAR1 antagonist,M1 ag,CHO-K1 Ca PAM,CHRM1 antagonist,CHO parental Ca,CHO-K1 Ca ag
COc1ccc(NC(=O)c2cc(-c3ccc(F)cc3OC)n[nH]2)c(C)c1,-3,5,/,40,-5,7,0,/,5.1
CCOC(=O)c1c(C)n(OCc2ccccc2)c2ccc3c(no[n+]3[O-])c12,10,-1,-6,3,3,-3,5,-16,0.0
CC(Oc1ccc(C#N)cc1)C(=O)NC1CCCC1 (stereo not drawn),-10,1,-3,4,-3,6,2,-12,0.5
COc1ccc(C(=O)c2nccc3cc(OC)c(OC)cc23)cc1OC,-5,/,2,/,-2,0,1,-6,0.0
O=C(COc1ccccc1)N1CCN(C(=O)c2ccco2)CC1,-15,11,-1,40,-3,10,-1,3,0.7
CCN(C(=O)CCNC(=O)Cn1cnc2ccccc2c1=O)c1ccccc1F,-13,-1,-15,-9,-2,-5,10,6,0.8
